From PubChem
Rab7 wt modul: modulators of GTP binding to dog Rab7 wildtype GTPase. 0.055% of 190,000 active. AID 758. GTP binding activity (percent of control), % at 10 µM. GST-Rab7 beads, fluorescent GTP binding, flow cytometry; actives lie on both sides; untreated = 100%, excess cold GTP = 0%;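 active = fluorescent GTP binding to Rab7 beads changed by at least 20 points from the 100% baseline, either direction, mostly lower; inconclusive = compound itself probably fluorescent, or too few beads counted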;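 note: median green fluorescence of bound Bodipy-FL-GTP per Rab7 bead population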
Rab2A wt mod: changes GTP binding to wildtype dog Rab2A, up or down; P61105; GST-Rab2 wt beads, Bodipy-GTP binding, flow cytometry; GTP binding activity, % at 10 µM; 0.19% of 190,000 active;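 active = GTP binding activity at least 20 points away from 100%, either lowered or raised; inconclusive = signal likely due to the compound's own green fluorescence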;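 note: 0% = beads with excess unlabeled GTP and 100% = no-compound control corrected for plate trend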
Rac1 wt GTP bind: modulators of human Rac1 wildtype GTP binding | P63000 | GST-Rac1 beads, fluorescent GTP binding, flow cytometry; actives lie on both sides; 0 = cold GTP competed, 100 = untreated | GTP binding activity (% of control), % at 10 µM | 0.27% of 190,000 active;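 active = GTP binding activity at least 20 points away from the 100% control level, either lower or higher; inconclusive = compound flagged as likely green fluorescent, judged across all proteins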
Mcl1-Noxa inh: disrupts binding of human Mcl-1 to Noxa peptide. AID 1022. inhibition, % at 21.7 µM. TR-FRET Mcl-1/Noxa peptide binding, 2 h. 1.5% of 220,000 active;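 active = compounds that cut the protein-peptide binding signal by more than 50% relative to plate controls in a single-dose test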;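 note: His-tagged Mcl-1 with rhodamine Noxa BH3 peptide and terbium anti-His antibody; 0% = Mcl-1 plus Noxa peptide wells and 100% = peptide-only wells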
Target sequence (Q07820 whole entry, looked up): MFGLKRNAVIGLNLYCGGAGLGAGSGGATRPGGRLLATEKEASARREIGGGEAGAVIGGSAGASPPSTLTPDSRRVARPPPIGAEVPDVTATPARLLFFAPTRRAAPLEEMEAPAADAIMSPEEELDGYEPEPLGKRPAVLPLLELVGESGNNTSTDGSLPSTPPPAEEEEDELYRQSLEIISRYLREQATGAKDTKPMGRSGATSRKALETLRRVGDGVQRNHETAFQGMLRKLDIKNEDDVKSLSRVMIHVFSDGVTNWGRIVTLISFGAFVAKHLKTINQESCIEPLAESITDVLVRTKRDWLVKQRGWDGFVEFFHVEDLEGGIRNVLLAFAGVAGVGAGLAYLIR
Mcl1 Bid PPI: Mcl-1/Bid interaction inhibition | Q07820 | TR-FRET Mcl-1/Bid-Dy647 peptide binding, 1536-well | inhibition, % at 21.7 µM | 0.97% of 220,000 active | AID 1021;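 active = compounds that cut the binding signal by more than half at the single screening dose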;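 note: His-tagged Mcl-1 with europium anti-His antibody binding Bid BH3 peptide; 0% = Mcl-1 plus peptide wells and 100% = peptide-only wells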
Rac1 mut GTP: modulators of GTP binding to human Rac1 activated mutant; P63000; GST-Rac1 activated beads, fluorescent GTP binding, flow cytometry; actives lie on both sides; 100% means binding = to untreated wells; percent activity (GTP binding), % at 10 µM; 0.11% of 190,000 active;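 active = GTP binding at least 20 percentage points away from the 100% baseline, in either direction, so actives lie on both sides; inconclusive = Compound likely fluorescent itself, or too few beads counted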
Pf gamet viab: kills late stage P. falciparum gametocytes; 0.065% of 150,000 active; P. falciparum stage V gametocytes, ATP luminescence, 24 h; inhibition, % at 10.9 µM;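 active = inhibition above the mean plus 3 SD of compounds within the control limits, set per campaign, cut at about 38% in these data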;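 note: 0% = DMSO wells and 100% = medium only without gametocytes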
GSH fluor: GSH bead compound fluorescence profile. GSH beads flow cytometry, compound fluorescence 488/530 nm; hits give high values. fluorescence (KMESF) at 10 µM. 0.25% of 190,000 active; in the data active = fluorescence above about 89;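 note: glutathione beads carrying GST-tagged Bcl family fusion proteins plus one bare bead set; values are compound well signal with DMSO vehicle wells as background; inactives centre near 16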
Cdc42 wt: modulators (inhibitors or activators) of GTP binding to human Cdc42 wildtype | GST-Cdc42 beads, Bodipy-GTP binding, flow cytometry; actives lie on both sides | percent activity (GTP binding), % at 10 µM | 0.2% of 190,000 active;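 active = percent activity GTP binding at least 20 points away from the 100% baseline, either down as inhibitor or up as activator; inconclusive = compound flagged as likely green fluorescent from well-wide comparison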;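 note: median bead fluorescence of bound Bodipy-FL-GTP at 100 nM; 0% = excess unlabeled GTP control and 100% = no compound control; below 100% means less GTP binding so inhibitor and above means activator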
Target sequence (P60953 whole entry, looked up): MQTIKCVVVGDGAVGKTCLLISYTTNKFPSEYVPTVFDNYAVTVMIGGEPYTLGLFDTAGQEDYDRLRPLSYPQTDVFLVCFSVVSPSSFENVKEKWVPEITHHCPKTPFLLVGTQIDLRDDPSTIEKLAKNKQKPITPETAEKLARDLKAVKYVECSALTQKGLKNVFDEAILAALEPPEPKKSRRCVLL
HRas wt GTP: changes GTP binding to wildtype human HRas; 0.14% of 190,000 active; AID 759; GTP binding activity, % at 10 µM; GST-Ras wt beads, Bodipy-FL-GTP binding, flow cytometry; actives lie on both sides;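 active = GTP binding activity at least 20% away from the 100% baseline, either lowered as inhibitor or raised as activator; inconclusive = flagged as likely green fluorescent, judged across all proteins in the well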;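 note: 0% = unlabeled GTP competition control and 100% = no-compound control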
Target sequence (P01112 whole entry, looked up): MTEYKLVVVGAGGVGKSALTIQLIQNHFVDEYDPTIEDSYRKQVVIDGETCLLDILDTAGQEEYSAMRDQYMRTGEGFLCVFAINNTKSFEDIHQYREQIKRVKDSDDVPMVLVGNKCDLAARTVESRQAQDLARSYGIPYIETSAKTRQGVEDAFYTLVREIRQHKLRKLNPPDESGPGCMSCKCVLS
Avidin bead fluor: avidin bead compound fluorescence profile; Avidin beads, compound fluorescence 488/530 nm, flow cytometry; hits give high values; fluorescence (KMESF) at 10 µM; 0.38% of 220,000 active; in the data active = fluorescence above about 47; note: inactives centre near 10
The depositor's hits bear a star; ? = inconclusive; nt = not tested or not shown.

SMILES	Rab7 wt modul	Rab2A wt mod	Rac1 wt GTP bind	Mcl1-Noxa inh	Mcl1 Bid PPI	Rac1 mut GTP	Pf gamet viab	GSH fluor	Cdc42 wt	HRas wt GTP	Avidin bead fluor
Cc1nc(NC(=O)CSc2ccccc2N)sc1C	97	99	99	-18	-58	97	nt	22	100	101	12
CCOc1ccc(Nc2cc(C)nc(-n3nc(C)cc3C)n2)cc1	90	86	87	-5	-12	93	nt	23	88	88	19
Cn1cccc1C(C#N)c1ccccc1C#N (centres undefined)	97	95	98	4	-17	97	-10	21	98	93	9
O=C(Nc1cccc(Oc2ccc3c(c2)C(=O)NC3=O)c1)c1cccs1	98	98	105	2	-11	99	10	9	104	99	23
O=C(NC1=NCCS1)C1CC(=O)N(c2ccc(F)cc2)C1 (centres undefined)	102	100	102	1	-20	98	nt	20	103	102	14
Clc1ccccc1N=C1NN=C(c2cccs2)CS1	103	96	97	-40	-20	97	28	10	97	97	13
CCN1CCN(CC(O)COc2ccc3c(c2)CCC3)CC1 (centres undefined)	101	101	105	26	-20	103	24	10	102	102	6
CCC(CC)c1nnc(NC(=O)CCNC(=O)c2ccccc2Cl)s1	100	97	95	-13	-13	93	-7	17	93	95	10
COc1ccc(CN2CCC(CO)(CCOc3ccccc3)CC2)cc1C	97	99	98	-9	-55	97	-10	12	98	98	6
O=c1ccn(CCOc2ccc(Cl)cc2)c(=O)[nH]1	102	102	101	-16	-28	98	-9	14	104	102	8
CC(C)(C)C1CCC(=NNC(=O)C(=O)NCc2ccco2)CC1 (centres undefined)	101	99	103	21	13	99	7	10	100	99	7
COc1ccccc1CNC(=O)c1oc2ccc(S(=O)(=O)N3CCCC3)cc2c1C	100	99	100	-12	-30	95	nt	7	98	100	9
COc1ccc(-c2nc(-c3ccc(Br)cc3)no2)c(OC)c1	92	95	93	-5	10	95	-11	32	99	95	14
CC(Sc1nc(NCc2ccccc2)nc(N(C)C)n1)C(=O)Nc1ccccc1 (centres undefined)	95	97	98	11	-6	98	nt	26	100	98	37
CC1=C(C(=O)Nc2ccc(C)cc2C)C(c2ccc(C)o2)NC(=S)N1 (centres undefined)	103	100	104	2	-62	101	nt	6	102	103	10
CCCC(=O)N(c1ccc2oc(C)c(C(C)=O)c2c1)S(=O)(=O)c1ccc(C)c([N+](=O)[O-])c1	93	94	101	17	-33	98	nt	7	93	97	2
CC(C)C(=O)NC(=S)Nc1ccc(S(=O)(=O)Nc2nccs2)cc1	104	103	103	24	-44	100	6	19	101	104	10
N#Cc1ccccc1OCCOCCNC1CCCC1	101	98	104	6	17	97	nt	10	101	101	4
CCN(CC)c1ccc(C(=O)O)cc1	98	97	103	30	-56	100	nt	14	101	99	23
CCOc1ccc(C(=O)NCC(=O)N2CCC(C)CC2)cc1OCC	94	96	89	7	-28	94	-23	12	91	95	11
COC(=O)c1[nH]c2ccc(F)cc2c1NC(=O)CCN1CC(C)OC(C)C1 (centres undefined)	106	104	108	5	-3	98	nt	37	101	101	14
O=C(Nc1ccc(Cl)c(Cl)c1)Nc1ccccc1NS(=O)(=O)c1cccs1	98	97	104	13	-34	96	-10	11	97	96	6
CC(Oc1cccc(F)c1)c1ccnc2nc(/N=C/N(C)C)nn12 (centres undefined)	102	99	100	-1	44	97	-6	14	101	100	11
CC1=NN(c2nc(-c3ccc(C)cc3)cs2)C(=O)C1N=Nc1ccc2ccccc2c1 (centres undefined)	98	95	97	1	-28	95	nt	27	101	98	4
COC(=O)CC1SC(=O)NC1=Nc1ccc(OC)cc1 (centres undefined)	100	99	99	15	-32	98	-29	16	100	100	9
COc1ccccc1CNC(=O)C1CCC(CNc2c(N3CCOCC3)c(=O)c2=O)CC1 (centres undefined)	97	100	105	-7	-10	99	nt	13	101	98	25
COc1ccccc1-c1nc(C#N)c(N2CCC(Cc3ccccc3)CC2)o1	99	98	98	14	-1	96	nt	10	101	100	35
COc1cccc(OC)c1CC1SC(=O)NC1=O (centres undefined)	96	96	98	5	-6	94	5	15	96	96	9
COC(=O)CNC(=O)c1c(C)cc(=O)oc1C	94	96	96	-6	-32	96	nt	51	98	98	11
Cc1ccc(S(=O)(=O)Nc2ccccc2C(=O)NCc2cccnc2)cc1	94	95	97	66*	12	95	-1	20	94	95	15
O=C(CC1Sc2ccccc2NC1=O)c1ccc(Br)cc1 (centres undefined)	95	99	101	15	-10	100	-6	9	95	103	14
CCCNS(=O)(=O)c1ccc(NC(=O)c2ccccn2)cc1	98	99	100	10	-10	98	-8	10	102	99	31
COc1ccc2c(c1)C(SCC(=O)NCc1ccccc1)CC(C)(C)O2 (centres undefined)	97	100	101	3	-2	98	nt	14	99	98	6
CCOC(=O)c1ccc(NC(=O)Cn2c(-c3nonc3N)nc3ccccc32)cc1	96	94	96	-31	38	96	15	9	94	94	18
O=C1c2ccccc2C(Nc2cccnc2)N1Cc1ccccc1 (centres undefined)	105	103	107	10	-7	102	nt	21	103	103	8
CCOC(=O)CCc1nn(C)c(=O)c2ccccc12	100	98	104	-10	3	96	-12	16	100	99	6
CCn1c(SCC(=O)Nc2sc(C)c(C)c2C#N)nnc1C(C)C	96	93	93	-5	-17	93	3	15	97	93	9
CCCC(C)NC(=O)CSCc1ccc(OC)cc1 (centres undefined)	109	102	104	6	-4	94	9	14	102	100	11
Cc1ccccc1NC(=O)NCCCN1CCN(C2CCCCC2)CC1	102	98	96	15	-4	97	-16	32	96	98	12
COc1cccc(OC)c1OCCCOc1c(OC)cccc1OC	99	101	106	7	-28	102	nt	34	102	104	15
Cc1cc(C(=O)COC(=O)CNS(=O)(=O)c2ccc3ccccc3c2)c(C)n1-c1ccccc1	99	93	97	6	-49	94	nt	17	98	95	9
CCOC(=O)C(C)c1ccc2cc(OC)ccc2c1 (centres undefined)	95	94	95	8	-11	92	nt	13	94	97	38
O=C(Cc1cccs1)NCc1ccncc1	99	99	103	11	-6	96	3	30	100	101	18
O=[N+]([O-])c1ccc(/C=N/NC(=S)Nc2ccccc2C(F)(F)F)o1	98	99	103	40	-15	99	1	19	99	98	11
NC(=O)CSc1nnc(-c2ccc(S(=O)(=O)N3CCCC3)cc2)n1Cc1ccco1	97	99	101	3	-18	98	nt	5	101	99	5
O=C(CN1c2ccccc2Sc2ccccc21)NNC(=S)Nc1ccc(Cl)cc1Cl	96	91	91	-56	-38	88	nt	24	88	92	37
COc1ccccc1NC(=O)Nc1c(C)nn(C)c1C	100	97	103	5	-7	99	-33	19	98	100	11
COC(=O)CSc1nc(N)c(NC(=O)c2ccc(OC)c(OC)c2)c(=O)[nH]1	100	104	109	7	-14	101	nt	26	105	103	8
Cc1cc(S(=O)(=O)N2CCN(Cc3ccc4c(c3)OCO4)CC2)cc(C)c1N1CCCC1=O	95	97	101	5	-18	97	nt	19	100	99	5
CCCC(=O)OCCNc1cc(SCCC(=O)OC)c2nonc2c1[N+](=O)[O-]	100	99	100	12	-11	97	nt	15	97	98	27

Additional records:
SMILES	Rab7 wt modul	Rab2A wt mod	Rac1 wt GTP bind	Mcl1-Noxa inh	Mcl1 Bid PPI	Rac1 mut GTP	Pf gamet viab	GSH fluor	Cdc42 wt	HRas wt GTP	Avidin bead fluor
Cc1cc(NC(=O)Cc2ccccc2)c2ccccc2n1	102	100	93	3	-25	94	-20	22	93	95	8
CCOC(=O)N1CCN(C(=O)c2nn(-c3cc(OC)cc(OC)c3)c(=O)c3ccccc23)CC1	?	?	?	9	1	?	nt	21	?	?	6
COc1cccc(-n2c(SCC(N)=O)nnc2-c2c[nH]c3ccccc23)c1	100	100	102	-18	-18	100	nt	12	109	100	16
Nc1cnc(Br)cc1Br	95	97	103	-9	-5	97	19	13	101	99	3
O=C(C1=C[C@H](c2ccc3c(c2)OCO3)C[C@H](OCCCCO)O1)N1CCOCC1	99	99	99	-27	-9	98	nt	17	95	97	5
Cc1ccccc1NC(=S)N(C)CCc1ccccn1	97	101	101	9	-37	101	-12	16	97	98	10
O=C(c1ccco1)N1CCN(S(=O)(=O)c2ccc(S(=O)(=O)NC3CC3)cc2)CC1	103	99	99	-2	-8	97	-3	25	101	100	12
COc1ccc(C2=C/C(=C\c3cccc(OC(C)=O)c3)C(=O)O2)cc1	96	99	100	16	-12	99	1	13	97	101	17
Cc1cc(C)c(NC(=O)CSc2nnc(-c3ccco3)n2N)c(C)c1	102	100	103	5	8	100	-64	27	102	99	7
Cc1nc2nc(-c3ccccc3)[nH]n2c(=O)c1C	98	98	99	29	-14	97	nt	19	99	98	31
Nc1nc(SCC(=O)Nc2ccccc2Sc2ccccc2)n[nH]1	91	93	98	10	-8	97	nt	5	98	96	8
CCOC(=O)C1=C(CSc2nc(CC)c(C)cc2C#N)OC(N)=C(C#N)C1c1ccccc1 (centres undefined)	96	95	93	3	-2	95	-12	32	94	99	11
CCOn1c(=O)c(C)[n+]([O-])c2ccccc21	99	99	102	1	-6	99	nt	nt	101	103	5
COc1cc(CCC(=O)OCC(=O)NCc2ccc(Cl)cc2)cc(OC)c1OC	105	99	101	2	-19	96	3	18	96	99	10
O=C(N1CCN(c2ccccc2)CC1)C(F)(F)C(F)(F)F	96	99	105	2	-72	102	nt	10	106	101	16
Cc1cc(C(=O)CSc2nn(-c3ccccc3)c(=S)s2)c(C)n1Cc1ccco1	95	93	98	-3	-101	95	-18	60	95	95	4
CC1(C(=O)NC23CC4CC(CC(C4)C2)C3)CC1(Cl)Cl (centres undefined)	90	93	106	-5	-16	96	nt	54	102	96	6
CCCOC(=O)c1ccc(Cl)c(NC(=O)c2ccc(-c3ccccc3)cc2)c1	?	?	?	14	1	?	nt	26	?	?	15
CCn1c(N2CCN(CC(=O)c3c(C)n(C)c4ccccc34)CC2)nc2c1c(=O)[nH]c(=O)n2C	103	101	104	2	-7	99	nt	28	102	101	5
CCC1CCCCN1S(=O)(=O)c1ccccc1[N+](=O)[O-] (centres undefined)	101	100	98	12	-8	96	nt	12	94	98	8
Cc1ccc(N/N=C(\C#N)C(=N)N2CCOCC2)cc1	96	98	103	5	-61	99	nt	10	100	99	14
N#CC1=C(SCc2ccccc2Cl)NC(=O)C(C(N)=O)C1 (centres undefined)	100	100	102	-24	-12	98	4	30	101	98	6
CCCCn1c(SCC2CCCCO2)nc2cc(S(N)(=O)=O)ccc21 (centres undefined)	100	100	101	5	-2	99	7	24	103	102	15
